# Bioassay records (PubChem BioAssay)
# ABCB1 inh: ABCB1 efflux pump inhibitors, primary screen, cell-based, multiplex, flow cytometry, ABCG2 counter-screen. ATP-dependent translocase ABCB1 (Homo sapiens), P08183. CCRF-Adr cells, JC-1 efflux. inhibition, % at 6.6 µM. 190,000 compounds, 0.067% hits; in the data active = inhibition above about 40%;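 note: 0% = vehicle and 100% = reference inhibitor; higher value means more JC-1 retained so stronger ABCB1 efflux block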
# Cdc42 wt: modulators of GTP binding to wildtype Cdc42, primary screen, biochemical, multiplex bead flow cytometry, Bodipy-GTP; 190,000 compounds, 0.2% hits; GST-Cdc42 beads; actives lie on both sides; percent activity (GTP binding), % at 10 µM; AID 761, 2007; Cell division control protein 42 homolog (Homo sapiens), P60953;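 active = percent activity GTP binding at least 20 points away from the 100% baseline, either down as inhibitor or up as activator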;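 note: median bead fluorescence of bound Bodipy-FL-GTP at 100 nM; 0% = excess unlabeled GTP control and 100% = no compound control; below 100% means less GTP binding so inhibitor and above means activator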
# Target sequence (P60953 whole entry, looked up): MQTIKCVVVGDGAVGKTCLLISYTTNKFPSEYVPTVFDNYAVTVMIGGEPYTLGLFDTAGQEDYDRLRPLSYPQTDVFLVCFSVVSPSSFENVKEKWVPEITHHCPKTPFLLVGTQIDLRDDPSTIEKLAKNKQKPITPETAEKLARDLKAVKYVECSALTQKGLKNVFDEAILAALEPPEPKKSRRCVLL
# Rab7 wt GTP bind: modulators of GTP binding to Rab7, primary screen, biochemical, wildtype, multiplex bead flow cytometry; Rab7 GTPase wild type (dog), Bodipy-FL-GTP binding; GST-Rab7 beads, fluorescent GTP binding; actives lie on both sides; untreated = 100%, excess cold GTP = 0%; GTP binding activity (percent of control), % at 10 µM; 190,000 compounds, 0.055% hits;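 active = fluorescent GTP binding to Rab7 beads changed by at least 20 points from the 100% baseline, either direction, mostly lower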;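 note: median green fluorescence of bound Bodipy-FL-GTP per Rab7 bead population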
# Avidin bead fluor: green autofluorescence of compounds with avidin beads – biophysical, 488/530 nm, flow cytometry, artefact control, profiling panel; compound fluorescence 488/530 nm; active compounds read high; fluorescence (KMESF) at 10 µM; 220,000 compounds, 0.38% hits; AID 1775, 2009; in the data active = fluorescence above about 47; note: inactives centre near 10
# ABCG2 block: ABCG2 efflux pump inhibitors, primary screen, multiplex with ABCB1, IgMXP3 cells, flow cytometry; Broad substrate specificity ATP-binding cassette transporter ABCG2 (Homo sapiens), Q9UNQ0; JC-1 efflux; inhibition, % at 6.6 µM; 190,000 compounds, 0.1% hits; AID 1325, 2008;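 active = inhibition above 80%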;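 note: 0% = DMSO and 100% = nicardipine control wells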
# Target sequence (Q9UNQ0 whole entry, looked up): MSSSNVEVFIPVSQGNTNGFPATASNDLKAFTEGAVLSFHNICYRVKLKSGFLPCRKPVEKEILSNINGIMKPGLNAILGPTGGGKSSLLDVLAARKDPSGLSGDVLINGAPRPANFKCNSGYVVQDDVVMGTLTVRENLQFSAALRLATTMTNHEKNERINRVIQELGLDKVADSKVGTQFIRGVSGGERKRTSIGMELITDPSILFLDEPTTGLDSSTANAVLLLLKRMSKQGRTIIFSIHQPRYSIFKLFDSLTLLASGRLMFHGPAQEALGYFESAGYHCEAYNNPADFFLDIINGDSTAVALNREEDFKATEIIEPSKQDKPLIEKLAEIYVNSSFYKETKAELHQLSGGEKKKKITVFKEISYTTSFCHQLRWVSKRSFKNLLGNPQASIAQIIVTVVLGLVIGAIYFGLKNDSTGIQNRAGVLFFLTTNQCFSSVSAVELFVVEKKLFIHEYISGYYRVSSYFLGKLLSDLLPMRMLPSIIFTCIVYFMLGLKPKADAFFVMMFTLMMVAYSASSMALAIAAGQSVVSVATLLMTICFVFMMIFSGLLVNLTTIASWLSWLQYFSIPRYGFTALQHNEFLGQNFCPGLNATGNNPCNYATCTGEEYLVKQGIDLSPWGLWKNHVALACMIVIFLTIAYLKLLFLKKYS
#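 Incubation: cells with compound and JC-1, 10 min at 25 °C, rotating, no wash / Test system: IgMXP3 (ABCG2) plus far-red-tagged CCRF-Adr (ABCB1) cells / Compound dosing: one concentration, 6.6 µM final / Also added: JC-1 fluorescent substrate / Evaluation: efflux inhibition in percent versus controls / Detection: flow cytometry, 530 nm JC-1 signal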
# Rac1 act GTP bind: GTP binding modulators of activated mutant Rac1, primary screen, biochemical, bead-based flow cytometry, multiplex, fluorescent GTP; GST-Rac1 activated beads; actives lie on both sides; 100% means binding = to untreated wells; Ras-related C3 botulinum toxin substrate 1 (Homo sapiens), P63000; percent activity (GTP binding), % at 10 µM; AID 764, 2007; 190,000 compounds, 0.11% hits;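 active = GTP binding at least 20 percentage points away from the 100% baseline, in either direction, so actives lie on both sides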
# HRas wt GTP: modulators of GTP binding to HRas wildtype, primary screen, biochemical, bead-based flow cytometry, multiplex; 190,000 compounds, 0.14% hits; AID 759, 2007; GTP binding activity, % at 10 µM; GST-Ras wt beads, Bodipy-FL-GTP binding; actives lie on both sides;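 active = GTP binding activity at least 20% away from the 100% baseline, either lowered as inhibitor or raised as activator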;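 note: 0% = unlabeled GTP competition control and 100% = no-compound control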
# Target sequence (P01112 whole entry, looked up): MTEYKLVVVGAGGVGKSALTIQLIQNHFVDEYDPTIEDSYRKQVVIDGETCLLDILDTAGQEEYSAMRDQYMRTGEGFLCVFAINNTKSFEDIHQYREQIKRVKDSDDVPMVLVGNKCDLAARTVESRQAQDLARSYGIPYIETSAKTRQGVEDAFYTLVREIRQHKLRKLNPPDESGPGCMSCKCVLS
# Rac1 wt modul: wildtype Rac1 GTP binding modulators, primary screen, biochemical, GST-Rac1 beads, flow cytometry, multiplex. Ras-related C3 botulinum toxin substrate 1 (Homo sapiens), P63000. fluorescent GTP binding; actives lie on both sides; 0 = cold GTP competed, 100 = untreated. AID 757, 2007. GTP binding activity (% of control), % at 10 µM. 190,000 compounds, 0.27% hits;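 active = GTP binding activity at least 20 points away from the 100% control level, either lower or higher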
# Rab2 wt GTP: modulators of GTP binding to Rab2A wildtype, primary screen, biochemical, dog, bead-based flow cytometry, multiplex. Ras-related protein Rab-2A (Canis lupus familiaris), P61105. GST-Rab2 wt beads, Bodipy-GTP binding. GTP binding activity, % at 10 µM. 190,000 compounds, 0.19% hits. AID 760, 2007;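 active = GTP binding activity at least 20 points away from 100%, either lowered or raised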;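 note: 0% = beads with excess unlabeled GTP and 100% = no-compound control corrected for plate trend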
# GSH fluor: compound fluorescence on glutathione beads, profiling panel, artefact control, biophysical, 488/530 nm, flow cytometry | AID 1776, 2009 | GSH beads flow cytometry, compound fluorescence 488/530 nm; active compounds read high | 190,000 compounds, 0.25% hits | fluorescence (KMESF) at 10 µM; in the data active = fluorescence above about 89;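 note: glutathione beads carrying GST-tagged Bcl family fusion proteins plus one bare bead set; values are compound well signal with DMSO vehicle wells as background; inactives centre near 16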
# Pf gametocyte: late stage P. falciparum gametocyte viability inhibitors, primary screen, ATP luminescence, HTS. inhibition, % at 10.9 µM. P. falciparum stage V gametocytes, 24 h. 150,000 compounds, 0.065% hits;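 active = inhibition above the mean plus 3 SD of compounds within the control limits, set per campaign, cut at about 38% in these data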;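 note: 0% = DMSO wells and 100% = medium only without gametocytes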
# Active calls of the source: *; . = not tested or not shown.
canonical_smiles,Pf gametocyte,Rac1 wt modul,ABCG2 block,Cdc42 wt,HRas wt GTP,Rab7 wt GTP bind,GSH fluor,Rab2 wt GTP,Avidin bead fluor,ABCB1 inh,Rac1 act GTP bind
O=C(c1ccccc1Br)N1CCCC(c2nc(-c3cccs3)no2)C1 (stereo not drawn),-6,93,16,95,93,94,13,94,12,2.8,93
Cc1ccc(NC(=O)CSc2nc(N)cc(=O)[nH]2)cc1Cl,-8,92,6,88,90,99,66,92,7,0.7,90
COc1cccc(/C(O)=C2/C(=O)C(=O)N(Cc3cccnc3)C2c2ccco2)c1 (stereo not drawn),.,100,0,103,100,100,8,101,21,0.1,96
Cc1c(C(=O)OC2CCCCC2)sc2nc[nH]c(=O)c12,.,88,6,87,93,92,24,89,17,0.6,91
CCOC(=O)C1=C(C)NC(C)=C(C(=O)OCC)C1c1cccs1,-19,104,21,96,100,98,10,100,13,1.2,101
CCCCOC(=O)/C(=C/C=C/c1ccccc1)NC(=O)c1ccccc1,5,96,2,98,97,102,13,99,7,0.2,95
Cc1cccc(-c2nnc(SCc3cc(=O)[nH]c4ccccc34)n2C)c1,-40,105,-2,104,97,95,29,99,39,-0.8,97
CC1(c2ccccc2)NC(=O)N(CCOc2ccccc2)C1=O (stereo not drawn),.,106,1,106,103,109,263*,101,7,0.4,100
CCSc1ccccc1C(=O)n1nnc2ccccc21,.,104,1,96,100,100,41,96,.,-0.1,95
Cc1cc(COc2ccccc2OCc2cc(C)no2)on1,4,104,7,103,102,102,26,100,16,0.8,100
CCOC(=O)N1CCN(c2ccc(C(=O)c3ccccc3)cc2F)CC1,.,101,9,98,98,98,19,99,16,0.6,97
COC(=O)N1N=C(c2ccc(Br)cc2)CC1(O)C(F)(F)F (stereo not drawn),-4,103,2,98,99,100,6,101,3,0.5,101
O=C(/C=C/c1ccc([N+](=O)[O-])s1)N1CCCC1,11,94,2,95,96,101,22,98,10,0.3,96
Cc1cccc(COCC(CC(C)C)N2CCN(C(=O)c3ccc(C(C)(C)C)cc3)CCC2=O)c1 (stereo not drawn),10,102,2,95,97,94,17,97,5,2.4,96
CCOC(=O)c1[nH]c(C)c(C(=O)NCCCOC(C)C)c1C,.,112,0,107,102,100,7,101,9,-0.1,103
O=C(c1noc2c1CCc1ccccc1-2)N1CCCc2ccccc21,-1,101,14,102,103,94,22,102,19,2.4,97
CCOc1ccc2nc(NC(=O)C3=NN(c4ccccc4)C(=O)CC3)sc2c1,3,97,2,96,96,106,12,97,9,0.3,95
Cc1cc(/C=C\c2nc(O)c([N+](=O)[O-])c(=O)[nH]2)c(C)n1-c1ccccc1,-7,98,3,93,95,99,16,95,8,0.9,93
Cc1oc(-c2cccc(F)c2)nc1CN1CCCCC1CCn1cccn1 (stereo not drawn),.,101,5,100,98,94,15,97,10,1.7,101
Cc1ccc(S(=O)(=O)N2CCN(c3cnn(C)c(=O)c3Cl)CC2)cc1,-12,102,3,101,97,96,15,100,10,1.2,99
N=c1sccn1CC(=O)N1N=C(c2ccc(Cl)cc2)CC1c1ccco1 (stereo not drawn),.,95,0,94,96,105,23,99,8,-0.5,93
COC(=O)c1sccc1NC(=O)Nc1cc(C)ccc1C,-7,89,3,90,92,99,11,93,3,0.4,91
COc1cccc(C(=O)Nc2cc3c(cc2Br)OCCCO3)c1,5,99,1,97,99,96,7,96,2,-0.9,96
CCOc1ccc(CNc2ccc3c(c2)nc(C)n3C)cc1,0,98,1,97,96,93,58,93,6,0.7,93
CCSc1nc2ccccc2n1CC(=O)N1CCOCC1,-8,109,18,104,101,103,25,100,5,1.1,99
O=C(NCc1ccc2c(c1)OCO2)c1ccc(CSCc2cccc(Cl)c2)o1,-1,83,2,79*,82,88,21,80,15,0.1,82
O=C(O)CSCCOc1ccc(OCCSCC(=O)O)cc1,-4,101,2,100,101,100,12,100,2,0.0,101
C/C(=N\NC(=O)c1cc(C2CC2)nc2ccccc12)c1ccc(C)s1,.,105,0,101,100,103,60,100,10,0.2,98
Nc1ccc(C(=O)OCC(=O)NC2CC2)cc1[N+](=O)[O-],1,98,3,101,98,100,14,101,10,0.1,92
CC(C)c1ccccc1NC(=S)NCCCn1ccnc1,5,95,0,99,97,105,11,99,10,0.0,95
CSc1nc2ccccc2n1CC(=O)N1CCCCC1,.,100,7,103,104,105,24,103,10,0.7,100
CC(=O)N(C)c1nnc(-c2cnccn2)s1,.,99,2,98,96,97,9,98,16,-0.1,96
Cc1cccc(-c2nnc(SCCC(=O)N3CCOCC3)o2)c1,11,102,3,101,101,100,5,101,4,0.8,95
CCOC(=O)c1sc2nc(C)n(N)c(=O)c2c1C,4,99,7,100,100,107,9,100,22,0.9,99
O=C(COC(=O)Cn1cnc2ccccc2c1=O)NCC12CC3CC(CC(C3)C1)C2,-8,104,7,101,102,104,8,99,5,0.2,99
C=Cn1c(C(=O)O)cc(CC)c1-c1ccccc1,-26,101,1,102,98,100,26,100,24,0.5,97
Cc1cccc(NC(=O)CSc2nnc([C@@H]3CCCN3C(=O)OC(C)(C)C)o2)c1C,19,96,5,99,98,96,32,96,11,1.5,94
CCOC(=O)c1c(NC(=O)Cn2ccsc2=N)sc(C)c1C,5,99,-1,92,95,97,16,97,9,0.0,97
CCOC(=O)N1CCN(C(=O)c2ccc(CN(c3ccc(C)c(C)c3)S(C)(=O)=O)cc2)CC1,.,108,2,106,104,102,16,103,5,1.2,103
O=C(CN1CCCc2ccccc21)Nc1ccc(F)cc1[N+](=O)[O-],5,98,2,96,96,99,15,99,11,0.8,95
Cc1cc(C)cc(NC(=S)N2CCN(c3ncccn3)CC2)c1,-4,103,5,101,99,95,12,102,8,-0.2,99
O=C(OCCN1C(=O)c2ccccc2C1=O)c1cnccn1,.,101,0,101,103,103,8,101,9,0.0,97
CCn1nnnc1SCC(=O)Nc1ccc2c(c1)OCCO2,.,101,0,99,95,98,28,97,5,-0.7,96
Cc1sc2nc(SCC(=O)OC(C)C)n(C)c(=O)c2c1C,-2,102,12,100,96,98,28,98,5,1.4,96
O=C1CCN(C(=O)c2cccs2)c2ccccc21,-16,104,-7,103,101,96,20,101,4,-0.7,102
COc1ccc(CC(=O)Nc2ccc(S(=O)(=O)Nc3ncccn3)cc2)cc1,1,101,-1,102,101,101,46,102,9,-0.2,99
COc1cc2c(cc1OC)CN(C(=S)NC(=O)c1ccccc1)CC2,.,106,-6,101,102,101,12,100,10,-4.3,103
CCCCN(CCCC)C1=Nc2ccccc2N/C1=C(/C#N)C(=O)OCC,-22,102,19,98,97,99,23,98,22,3.6,96
Cn1c(Cc2ccccc2)nnc1SCC(=O)Nc1cccc(S(=O)(=O)NC2=NCCCCC2)c1,12,98,2,95,101,103,13,97,11,0.3,94
COc1ccccc1CCNS(=O)(=O)c1c(C)n(C)c(=O)n(C)c1=O,.,103,0,101,98,96,24,100,5,0.0,98
CC1=NN(C(C#N)c2ccccc2)C(C)(C)C1 (stereo not drawn),-9,98,0,93,98,103,11,98,12,-0.1,95
CC(C)(O)C#Cc1ccc(CN2CCN(C3CCCCC3)C(CCO)C2)cc1 (stereo not drawn),-17,101,1,95,99,95,18,98,11,0.3,94
C=CCNC(=S)NNC(=O)c1ccccc1,.,103,-9,99,102,100,11,100,8,-3.1,99
CCOC(=O)c1oc2cc(OCC(N)=O)ccc2c(=O)c1-c1ccc(OC)c(OC)c1,-10,100,1,100,100,99,38,98,8,-0.3,97
O=C(NCCc1ccc(Cl)cc1)C1CCN(S(=O)(=O)N2CCC3(CC2)OCCO3)CC1,.,102,0,102,102,102,16,102,16,-0.1,101
Cc1nc(C(=O)N2CCc3c([nH]c4ccccc34)C2c2cc(F)ccc2F)cs1 (stereo not drawn),11,95,3,97,95,96,16,95,13,1.3,96
O=C(c1cc2sccc2n1Cc1ccccc1)N1CCN(c2nc3ccccc3s2)CC1,-3,107,2,104,104,103,17,102,33,5.2,99
CC(C)NC(=O)CN1CCN(Cc2nc(C(c3ccccc3)c3ccccc3)no2)CC1,7,101,0,95,99,101,13,98,11,-0.1,97
COc1cc(Cl)ccc1NC(=S)N(CCCN1CCOCC1)Cc1cn(C)c2ccccc12,.,102,3,98,97,99,19,100,11,12,98
Cc1ccc(N=Cc2c(O)cc(C)oc2=O)c(C)c1,-5,100,3,95,94,90,18,95,15,0.5,95

# (cont.)
canonical_smiles,Pf gametocyte,Rac1 wt modul,ABCG2 block,Cdc42 wt,HRas wt GTP,Rab7 wt GTP bind,GSH fluor,Rab2 wt GTP,Avidin bead fluor,ABCB1 inh,Rac1 act GTP bind
CC(=O)Nc1nonc1NC(=O)CSc1nc2ccccc2o1,-5,96,3,95,100,96,39,95,11,0.0,92
COc1cc(Cl)c(S(=O)(=O)NCCN2CCOCC2)cc1Cl,.,102,1,100,101,100,46,100,7,0.1,97
CSc1ccccc1C(=O)Nc1cccc(C)c1,-15,103,15,100,98,96,35,100,16,-0.6,96
CC(C)CN1CCC(CNC(=O)CCc2nnc(Cc3c[nH]c4ccccc34)o2)CC1,-6,100,4,98,97,96,12,99,13,0.3,95

# Two entries picked at random from the list so far:
canonical_smiles,Pf gametocyte,Rac1 wt modul,ABCG2 block,Cdc42 wt,HRas wt GTP,Rab7 wt GTP bind,GSH fluor,Rab2 wt GTP,Avidin bead fluor,ABCB1 inh,Rac1 act GTP bind
CCOc1ccc2nc(NC(=O)C3=NN(c4ccccc4)C(=O)CC3)sc2c1,3,97,2,96,96,106,12,97,9,0.3,95
CC(C)NC(=O)CN1CCN(Cc2nc(C(c3ccccc3)c3ccccc3)no2)CC1,7,101,0,95,99,101,13,98,11,-0.1,97
